GLP-1R agonist: activates the human GLP-1 receptor. Potency, µM (series often up to 45.6 µM), inactives show top-dose activation, actives largely listed as activators. AID 624172. HEK293 GLP-1R CRE-luciferase, luminescence, 4-6 h; cells express a hypersensitive GLP-1R form. hit rate 0.007% among 380,000. P43220; also: potency is read from the fitted curve at half-maximal effect; % of control where 0% means no effect
Target sequence (P43220 whole entry, looked up): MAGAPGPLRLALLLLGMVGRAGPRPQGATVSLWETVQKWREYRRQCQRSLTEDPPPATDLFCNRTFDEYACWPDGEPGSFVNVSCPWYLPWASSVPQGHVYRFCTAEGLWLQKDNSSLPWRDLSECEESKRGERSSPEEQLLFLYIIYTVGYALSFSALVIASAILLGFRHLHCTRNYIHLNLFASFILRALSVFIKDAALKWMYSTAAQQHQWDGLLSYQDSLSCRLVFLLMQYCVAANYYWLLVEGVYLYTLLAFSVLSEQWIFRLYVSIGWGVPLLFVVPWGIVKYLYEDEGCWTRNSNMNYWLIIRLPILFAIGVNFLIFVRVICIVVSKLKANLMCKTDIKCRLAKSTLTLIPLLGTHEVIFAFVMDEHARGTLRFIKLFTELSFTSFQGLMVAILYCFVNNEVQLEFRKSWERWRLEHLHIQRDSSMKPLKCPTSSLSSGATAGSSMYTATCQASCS
HEK293 tox: cytotoxicity counter-screen for GLP-1 receptor inverse agonists | HEK293 cAMP-luciferase reporter cells, luminescence, 24 h | Potency, µM (series often up to 38.3 µM), without a hit: top-dose activity change, negative = inhibition, most hits filed as inhibitors | hit rate 0.13% among 410,000 | AID 624418;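 also: loss of luciferase light is scored as toxicity; potency is read from the fitted curve at half-maximal effect; % is scaled to controls: 0 for no effect and ±100 for the full control effect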
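Quantitative HTS format, 1536 wells, 200 cells/uL seeded. Compounds: 23 nL, 24 h, 37 °C. Detection: luciferase reagent, luminescence at 12 min RT; decreased signal taken as cytotoxic.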
IL-2 act: activators of IL-2; IL-2 activation reporter assay, cell-based qHTS; stimulated with anti-CD3/CD4/CD28 beads; in transgenic mouse T cells; activation, % (series mostly up to about 46 µM); hit rate 0.065% among 360,000; AID 652025; in the data active = activation above about 50%; inconclusive = mostly about 30% to 49%; also: 0% is about no effect
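Readout: EGFP and DsRed signals by fluorescent plate cytometry. Unstimulated transgenic mouse T cells received compound 60 min before antibody-bead stimulation, then incubated 18 h at 37 degrees C.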
GLP1R inv ag: acts as inverse agonist at human GLP-1 receptor | HEK293 GLP-1R CRE-luciferase, luminescence, 24 h; GLP-1R form is constitutively active | P43220 | Potency, µM (top dose mostly 38.3 µM), for the others: top-dose activity change, negative = inhibition, actives largely listed as inhibitors | hit rate 1.6% among 410,000; also: potency is read from the fitted curve at half-maximal effect; % is scaled to controls: 0 for no effect and ±100 for the full control effect; nearly all actives have a fitted effect of over 55% in size
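Seeding at 200 cells/uL, 12 h culture, 24 hr compound treatment, then luciferase reagent and a luminescence read; cells are HEK293 stably expressing a constitutively active GLP-1R plus cAMP-responsive luciferase.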
WRN helicase inh: WRN helicase (human) inhibition. Q14191. WRN helicase unwinding, fluorescent forked duplex, kinetic. Potency, µM (doses to about 114 µM), for inactives: top-dose activity change, negative = inhibition, hits mostly inhibitors. hit rate 0.46% among 360,000. AID 651768; also: potency is read from the fitted curve at half-maximal effect; % is scaled to controls: 0 for no effect and ±100 for the full control effect; nearly all actives have a fitted effect of over 55% in size
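Kinetic fluorescence helicase assay: unwinding of a quenched forked DNA duplex (100 nM final) with 2 mM ATP final raises red fluorescence (525/598 nm). Compounds sat 15 min at room temperature with 20 nM WRN beforehand.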
PI5P4K alpha inh: PI5P4K alpha (human) kinase inhibition; P48426; PI5P4Kalpha enzyme, ADP-Glo luminescence, 60 min; active compounds read low; max response, %; hit rate 1.2% among 330,000; AID 652105; active = max response of -50% or lower; inconclusive = between -30% and -50%; inactive = -30% or higher; also: value at the top dose of about 77 µM; % is scaled to controls: 0 for no effect and ±100 for the full control effect
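Controls without substrate or without enzyme flank wells where PI5P4Kalpha converts substrate using 5 microM ATP (final). Incubation lasts 60 minutes at room temperature; ADP formed is read by ADP-Glo luminescence.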
PLK1 PBD inh: inhibitors of human PLK1 polo-box domain binding. P53350. Plk1 PBD binding of FITC phosphopeptide, fluorescence polarization. Potency, µM, without a hit: max response, negative = inhibition, usual class: inhibitors. hit rate 2.8% among 360,000. AID 720504; also: potency is read from the fitted curve at half-maximal effect; series mostly up to about 57 µM; % is scaled to controls: 0 for no effect and ±100 for the full control effect; nearly all actives have a fitted effect of over 65% in size
DRD3 antagonist: antagonists of human D3 dopamine receptor; AID 652054; max response, negative = inhibition, %; D3R cells, DiscoveRx beta-arrestin luminescence, antagonist mode; active compounds read low; hit rate 2.5% among 360,000; P35462; in the data active = max response below about -50%; inconclusive = no clear call, values can overlap the other calls; also: % is scaled to controls: 0 for no effect and ±100 for the full control effect; mostly tested at two doses, the higher about 12 µM
Target sequence (P35462 whole entry, looked up): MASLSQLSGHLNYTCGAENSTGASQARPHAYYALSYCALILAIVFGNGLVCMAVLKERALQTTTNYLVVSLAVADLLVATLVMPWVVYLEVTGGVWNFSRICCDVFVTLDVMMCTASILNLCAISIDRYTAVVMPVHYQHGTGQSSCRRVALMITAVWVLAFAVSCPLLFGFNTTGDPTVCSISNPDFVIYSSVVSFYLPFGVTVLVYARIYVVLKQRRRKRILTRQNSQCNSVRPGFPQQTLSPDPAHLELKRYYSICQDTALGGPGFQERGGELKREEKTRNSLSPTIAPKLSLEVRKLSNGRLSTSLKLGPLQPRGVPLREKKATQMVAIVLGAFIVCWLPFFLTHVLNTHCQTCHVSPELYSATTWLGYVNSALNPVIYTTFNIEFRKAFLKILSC
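Cells plated overnight at 1500 cells/well, then exposed to library compounds with dopamine controls for 90 minutes at 37 degrees C. DiscoveRx reagent added for 30–60 minutes at room temperature; luminescence read, quantitative HTS format.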
D3 ag: activates the human D3 dopamine receptor. P35462. D3R DiscoveRx beta-arrestin cells, luminescence, 90 min. max activation, %. hit rate 0.58% among 410,000; in the data active = max activation above about 30%; also: 0% is about no effect; mostly tested at two doses, the higher about 12 µM
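Agonist mode: compounds and dopamine controls were applied to plated cells for 90 min at 37 degrees C after an overnight attachment at 1500 cells/well. Luminescent read-out followed 30 - 60 minutes at room temperature with DiscoveRx detection reagent.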
The depositor's hits bear a star; ? = inconclusive; · = no result given; & = joins results of further samples; [ ] = another dose, or the depositor's remark. Unless noted, calls follow the shape of the dose curve; as a rule, active = well fitted curve in the direction sought with a large enough effect; inconclusive = small, poorly fitted or top-dose-only effect, or another doubt; inactive = no such curve, though single readings can be large; an effect the other way counts as inactive or inconclusive. This is a random part of the collection. Share with any hit: about 7.8%.

Values run as follows: GLP-1R agonist | HEK293 tox | IL-2 act | GLP1R inv ag | WRN helicase inh | PI5P4K alpha inh | PLK1 PBD inh | DRD3 antagonist | D3 ag
- O=C(Cn1nc(-c2ccccc2)c2ccccc2c1=O)Nc1cccc(O)c1
  12% | -20% | -0.5 | -24% | 4% | -6 | ? | 4 | 4
- CN(Cc1ccccc1)C(=O)C1CCCN(c2ncnc3c2nc2n3CCCCC2)C1 (centres undefined)
  19% | -3% | -4.0 | ? | 0% | 1 | -4% | 8 | 0
- N/C(=N\c1nc2c(c(=O)[nH]1)CCCC2)Nc1ccccc1Sc1ccccc1
  0% | 10% | 2.1 | 0% | 7% | · | 2% | -8 | 1
- COC(=O)c1ccc(NC(=O)COc2ccc(C3C(C#N)=C(N)Oc4c3ccc3ccccc43)cc2OC)cc1 (centres undefined)
  0% | 1% | 13 | -2% | -17% | · | -10% | -6 | -8
- CN1C(=O)Cc2cc(S(=O)(=O)NCCc3ccc(Cl)cc3)ccc21
  0% | 10%&-6% | -1.9 | 11%&-8% | -13% | -9 | -29% | -8 | 6&-17
- CCOc1ccc(CCNC(=O)c2nnc(Cc3ccc(F)cc3)o2)cc1OCC
  -4% | -1% | -2.6 | -22% | 7% | -5 | -12% | 20 | -1
- CC(=O)OCC(=O)C1CCC2C3CCC4=CC(=O)C=CC4(C)C3CCC12C (centres undefined)
  7% | -4% | -6.4 | -1% | 9% | -2 | 6% | -1 | -3
- CCCSc1nnc(-c2c[nH]c3ccccc23)n1C
  0% | -8% | -1.8 | 12% | 2% | 5 | 3% | 20 | 4
- Cc1c(C(=O)Nc2nccs2)oc2ccc(Br)cc12
  6% | 15% | -5.1 | 24% | -8% | 9 | -5% | 5 | 2
- OC(CNCC(c1ccc(Cl)cc1Cl)c1c[nH]c2ccccc12)c1ccccc1 (centres undefined)
  -4% | ? | -6.5 | ? | -29% | -3 | -3% | -8 | -7
- COC(=O)c1ccc(/C=C/C(=O)OCC(=O)NCc2cccs2)cc1
  0% | -3% | -0.6 | 24% | -14% | 6 | 3% | -16 | 2
- COC1C=CC=C(C)C(=O)NC2=CC(=O)C(N)=C(CC(C)CC(OC)C(O)C(C)C=C(C)C1OC(N)=O)C2=O (centres undefined)
  -8% | ? | -2.1 | 1% | 4% | -3 | -5% | -1 | -8
- CC1=NN(S(=O)(=O)c2ccc(C)cc2)C(=O)c2ccccc2O1
  -3% | -6% | -0.6 | -20% | 2% | 2 | -5% | 4 | 8
- CC(C)CC1(C(=O)NCc2cc(F)cc(C(F)(F)F)c2)C=CCN1C(=O)c1ccccc1 (centres undefined)
  -4% | 2% | -0.9 | 3% | -6% | 2 | -15% | -28 | 3
- CCc1cc2c(NC(Cc3c[nH]c4ccccc34)C(=O)O)nc(C)nc2s1 (centres undefined)
  2% | -11% | -2.3 | -21% | -6% | 5 | -6% | -2 | 2
- CN(C)S(=O)(=O)c1cccc(NC(=O)C2Cc3ccccc3CN2C(=O)c2ccco2)c1 (centres undefined)
  5% | 3% | 0.3 | 28% | -30% | ? | -15% | 12 | 7
- C#CCOCCOCCOCCNc1nc(N2CCN(C(=O)[C@H](CCCN=C(N)N)n3cc(C(N)[C@@H](C)CC)nn3)CC2)nc(N2CCN(C(=O)[C@H](CCC(=O)O)n3cc([C@@H](N)CCCCN)nn3)CC2)n1 (some centres undefined)
  -1% | -21% | -0.4 | 13% | 6% | 24 | -1% | 7 | -19
- CN(CC(=O)Nc1nc2ccccc2s1)S(=O)(=O)c1ccc(Cl)cc1
  -4% | 2% | -1.1 | -6% | -3% | · | -24% | 42 | -3
- COc1ccc(/C=N/N(Cc2ccccc2)c2ccccc2)cc1O
  7% | ? | -0.8 | ? | 1% | -6 | 17µM* | 0 | 0
- Cc1ccc(SCCC(=O)NNC(=O)c2ccccc2F)cc1
  9% | 5% | 0.1 | 1% | 13% | -3 | 1% | 12 | 0
- COc1cc2c(cc1OC)C(C)N(C(=O)C1COc3ccccc3O1)CC2 (centres undefined)
  ? | -1% | -2.3 | 38%[activator] | -24% | 2 | -4% | 0 | 3
- CC(/C=C/C1[C@H](C)C[C@H](O[C@@H]2O[C@H](CO)[C@@H](O)[C@H](O)[C@H]2O)CC1(C)C)O[C@H]1O[C@H](CO)[C@@H](O)[C@H](O)[C@H]1O (some centres undefined)
  -1% | -3% | 0.6 | 19% | 5% | 13 | 8% | 13 | 3
- O=C(OCCSCCOC(=O)C1CC=CCC1)C1CC=CCC1 (centres undefined)
  8% | -3% | -0.8 | 0% | -13% | 2 | 3% | 20 | -5
- COc1cccc(CNC(=O)CCC2CCCN(C(=O)c3ccoc3)C2)c1 (centres undefined)
  -1% | -9% | -2.7 | 0% | 1% | -2 | -21% | -23 | -11
- Cc1nnc(SCC2=C(C(=O)O)N3C(=O)C(NC(=O)c4cccc(F)c4F)C3SC2)s1 (centres undefined)
  -6% | -21% | 1.1 | 8% | -7%[11.6 µM] | -5 | -27% | -11 | -2
- CCC(=O)NC(=S)Nc1cccc(NC(=O)c2ccccc2Cl)c1
  1% | -6% | -1.3 | -31% | 2% | -8 | 27µM* | -9 | -1
- O=C(Nc1c2c(nn1-c1ccc(F)cc1)CS(=O)(=O)C2)c1ccc2c(c1)OCO2
  2% | -5% | -2.4 | 15% | 10% | -3 | 1% | 3 | -4
- CCN(CC)S(=O)(=O)c1cc(C(=O)OCC(=O)NC2CCCc3ccccc32)ccc1C (centres undefined)
  1% | -2% | 3.9 | ? | -4% | 7 | -6% | -24 | -14
- O=C(CCCN1C(=O)/C(=C/c2cccs2)SC1=S)Nc1cccc(O)c1
  1% | ? | -0.8 | ? | -10% | -3 | 1% | -16 | -6
- O=C(CSc1nc2[nH]ncc2c(=O)[nH]1)N1CCCCC1
  -2% | 15% | 1.1 | 0% | 7% | 1 | -22% | -22 | 1

2 records drawn at random from the list so far, as already listed:
Values run as follows: GLP-1R agonist | HEK293 tox | IL-2 act | GLP1R inv ag | WRN helicase inh | PI5P4K alpha inh | PLK1 PBD inh | DRD3 antagonist | D3 ag
- CC(C)CC1(C(=O)NCc2cc(F)cc(C(F)(F)F)c2)C=CCN1C(=O)c1ccccc1 (centres undefined)
  -4% | 2% | -0.9 | 3% | -6% | 2 | -15% | -28 | 3
- CCOc1ccc(CCNC(=O)c2nnc(Cc3ccc(F)cc3)o2)cc1OCC
  -4% | -1% | -2.6 | -22% | 7% | -5 | -12% | 20 | -1

(next part)
SMILES	GLP-1R agonist	HEK293 tox	IL-2 act	GLP1R inv ag	WRN helicase inh	PI5P4K alpha inh	PLK1 PBD inh	DRD3 antagonist	D3 ag
Cn1c2ccccc2c(=O)c2ccc(C#Cc3ccccn3)cc21	17%	0%	0.0	44%[activator]	-11%[11.6 µM]	-16	-10%	-1	16
COc1ccc(-c2csc(NC(=O)C3=COCCO3)n2)c(OC)c1	20%	-5%	-1.7	?	-14%	6	0%	6	-6
CCCCOP(=O)(c1ccc(N(C)C)cc1)C(O)c1ccc(OC)cc1 (centres undefined)	12%	4%	1.7	2%	-10%	-6	0%	6	13
O=C(N/N=C(/CC(=O)c1cccs1)C(F)(F)F)c1ccc(O)cc1	4%	-29%	-4.7	?	-11%	1	-28%	18	2
COc1ccc(NC(=O)Nc2nnc(N3CCCCC3C)s2)cc1OC (centres undefined)	-4%	2%	-1.1	7%	0%	0	4%	17	1
CCOC(=O)c1cccc(NC(=O)C2(S(=O)(=O)c3ccc(Cl)cc3)CC2)c1	15%	0%	-3.5	?	6%	3	-3%	18	-15
COCCN(C(=O)COC(=O)/C=C/c1cccc(C(F)(F)F)c1)c1c(N)n(CC(C)C)c(=O)[nH]c1=O	-1%	0%	1.0	25%	-12%	-1	5%	10	-11
CCCNC(=O)CN(Cc1ccco1)S(=O)(=O)c1ccc(OCC)cc1	2%	10%	-0.6	-18%	10%	1	-2%	-15	-5
C/C=C(\C)CN1CCN(c2ccccc2F)CC1	-7%	6%	0.2	-3%	2%	·	-7%	-30	-3
Cc1ccnc(NC(=O)c2ccc(S(=O)(=O)c3ccccc3)cc2)c1	4%	-12%	-2.5	-7%	3%	-9	-12%	-21	-2
O=C(NCCc1ccco1)C(=O)NCC1OCCCN1S(=O)(=O)c1ccc(Cl)cc1 (centres undefined)	4%	-4%	-0.2	2%	-20%	-2	2%	18	3
Cc1cc(C)n(-c2ccc(C(=O)NC3CCCCC3)cc2)n1	2%	-3%[7.66 µM]	-0.1	18%[7.66 µM]	-3%	-2	0%	-4	2
CC1CCN(S(=O)(=O)c2ccc(C(=O)OC(C)C(=O)NC3CCCCC3C)cc2)CC1 (centres undefined)	-10%	4%	0.9	17%	-5%	2	-1%	8	0
COc1ccc(C2C(C#N)=C(N)N(c3sc4c(c3C#N)CCCC4)C3=C2C(=O)CC(C)(C)C3)cc1OC (centres undefined)	6%	-12%	-1.4	128%[activator]	-7%	1	1%	0	-4
Nc1ccc2nc(SCc3cccc(F)c3)sc2c1	13%	2%	0.3	?	-13%	0	-20%	11	-5
COc1ccc(C(=O)N2CCC(n3nccc3NC(=O)C3CC3)CC2)cc1F	-4%	5%	-0.6	11%	5%	-6	-1%	3	-2

Filtered by structure: those above containing a CF3 group (three)
SMILES	GLP-1R agonist	HEK293 tox	IL-2 act	GLP1R inv ag	WRN helicase inh	PI5P4K alpha inh	PLK1 PBD inh	DRD3 antagonist	D3 ag
CC(C)CC1(C(=O)NCc2cc(F)cc(C(F)(F)F)c2)C=CCN1C(=O)c1ccccc1 (centres undefined)	-4%	2%	-0.9	3%	-6%	2	-15%	-28	3
O=C(N/N=C(/CC(=O)c1cccs1)C(F)(F)F)c1ccc(O)cc1	4%	-29%	-4.7	?	-11%	1	-28%	18	2
COCCN(C(=O)COC(=O)/C=C/c1cccc(C(F)(F)F)c1)c1c(N)n(CC(C)C)c(=O)[nH]c1=O	-1%	0%	1.0	25%	-12%	-1	5%	10	-11
